Bioassay records deposited in PubChem BioAssay by National Center for Advancing Translational Sciences (NCATS).
A549 viability: kills or reduces viability of A549 cells in Nrf2 counter-screen; A549 ARE-Fluc cells, CellTiter-Fluor viability, 18-24 h; Potency, µM (highest dose often 46 µM), without a hit: at the top dose activity change, negative = cytotoxicity, usual class: inhibitors; AID 504648; 0.16% of 390,000 active; also: potency is read from the fitted curve at half-maximal effect; % is scaled to controls: 0 for no effect and ±100 for the full control effect
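A549 ARE-Fluc cells in 5% FBS OPTI-MEM, 5000 cells/well, rested 2 h then exposed to compounds in concentration-response for 18-24 h at 37 °C. Viability by CellTiter-Fluor fluorescence (Ex 405/Em 525) after 30 min; luciferase luminescence (BugLite, 15 min, RT) read afterwards.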
TGFb inhibitor: blocks TGF-b signaling; HepG2 CAGA-GFP TGF-b/SMAD3 reporter, GFP fluorescence, 18 h; TGF-beta stimulated, 500 pg/mL final; Potency, µM (highest dose often 46.1 µM), without a hit: top-dose activity, negative = inhibition, hits mostly inhibitors; 1.2% of 410,000 active; AID 588855; also: potency is read from the fitted curve at half-maximal effect; % is scaled to controls: 0 for no effect and ±100 for the full control effect; nearly all actives have a fitted effect of over 65% in size
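TGF-beta reporter screen: HEPG2 CAGA-GFP, 1% FBS, 500 pg/mL TGF-beta final, 18 h; per-cell GFP summed per well; curves fitted and categorized by class.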
IL1B secr inh: blocks inflammasome-driven IL-1 beta release; activity change, % at 57.5 µM; THP-1 LPS/ATP IL-1B secretion, AlphaLISA, 16 h; stronger effect = lower value; 4.7% of 360,000 active; in the data active = activity change below about -50%; inconclusive = mostly about -30% to -49%; also: % is scaled to controls: 0 for no effect and ±100 for the full control effect
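Secreted IL-1B measured by AlphaLISA bead assay after 16 h compound exposure of THP-1 cells; compounds (final up to 57.5 uM) added 1 h before LPS (250 ng/mL) and ATP (1.25 mM) stimulation; lower signal means less secretion.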
ATXN2 expr inh: reduces ATXN2 reporter expression in HEK-293 cells; Potency, µM (highest dose often 57 µM), for inactives: at the highest dose activity change, negative = inhibition, usual class: inhibitors; 0.72% of 360,000 active; HEK-293 ATXN2-luciferase reporter, luminescence, 24 h; AID 1745845; also: potency is read from the fitted curve at half-maximal effect; % is scaled to controls: 0 for no effect and ±100 for the full control effect; nearly all actives have a fitted effect of over 55% in size
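ATXN2-luciferase reporter cells (luciferase flanked by upstream and downstream ATXN2 gene portions) were treated 24 h at 37 °C with compounds at up to 57 uM. SteadyGlo luminescence gave expression; GF-AFC fluorescence gave viability.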
MCF10A rereplic: inducers of DNA re-replication in MCF 10A breast cells | AID 624296 | Potency, µM (highest dose often 46.1 µM), without a hit: at the top dose activity, positive = re-replication, usual class: activators | MCF 10A DNA re-replication, Hoechst nuclear intensity, 48 h | 2.9% of 350,000 active; also: potency is read from the fitted curve at half-maximal effect; % of control where 0% means no effect; nearly all actives have a fitted effect of over 50% in size
HepG2 viability: counter-screen for TGF-b inhibitors: cytotoxicity in HepG2 cells; HepG2 CAGA-GFP viability, ATP luminescence, 18 h; Potency, µM (series often up to 46.1 µM), for the others: at the highest dose activity change, negative = cytotoxicity, usual class: cytotoxic; 0.76% of 410,000 active; also: potency is read from the fitted curve at half-maximal effect; some results filed as inactive show a strong effect at the top dose
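CellTiter-Glo luminescence gave cytotoxicity after 18 hours at 37 degrees C. The cells were HepG2 CAGA-GFP in 1% FBS DMEM, stimulated with 500 pg/mL TGF-beta after compound addition. %Activity was normalised to no-cell wells (complete cell-killing) and DMSO (no toxicity), and curves were fitted and classified.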
Nrf2 inh: blocks Nrf2 signaling | A549 ARE-Fluc reporter, luciferase luminescence, 18-24 h | AID 504444 | 2.1% of 360,000 active | Potency, µM (titrated, usually from 46 µM), without a hit: at the highest dose activity change, negative = inhibition, most hits filed as inhibitors; also: potency is read from the fitted curve at half-maximal effect; % is scaled to controls: 0 for no effect and ±100 for the full control effect; nearly all actives have a fitted effect of over 60% in size
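Quantitative HTS in A549 cells stably bearing an antioxidant response element-firefly luciferase construct. Inhibition of Nrf2-driven transcription was scored by luminescence after 18-24 h of compound exposure at 37 °C.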
ATXN viability: cell viability loss in ATXN counter-screen; AID 651635; Potency, µM (titrated, usually from 56.7 µM), most hits filed as cytotoxic; S2 cells (HEK-293 line with an ATXN2-luciferase reporter) viability, CellTiter-Fluor protease fluorescence, 24 h; 0.49% of 400,000 active; also: potency is read from the fitted curve at half-maximal effect; nearly all actives have a fitted effect of over 40% in size
Nrf2 activator: Nrf2 pathway activation; AREc32 ARE-luciferase reporter (MCF7-derived line), luminescence, 24 h; Potency, µM (top dose mostly 46.1 µM), inactives show top-dose activation, most hits filed as activators; 0.31% of 410,000 active; AID 624171; also: potency is read from the fitted curve at half-maximal effect; % of control where 0% means no effect; nearly all actives have a fitted effect of over 65% in size
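Steps: seed AREc32_Fluc cells (1000/well, 5% FBS OPTI-MEM); incubate overnight at 37 deg C; add 23 nL compound; incubate 24 hr; add Steady-Glo; hold 30 min RT; read luminescence.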
* marks the source's active call; other numbers are inactive results; & = joins results of further samples; [ ] = another dose, or the depositor's remark. Unless noted, calls follow the shape of the dose curve; as a rule, active = well fitted curve in the direction sought with a large enough effect; inconclusive = small, poorly fitted or top-dose-only effect, or another doubt; inactive = no such curve, though single readings can be large; an effect the other way counts as inactive or inconclusive.

Results for Cc1nc2cc(NCc3ccccc3O)ccc2n1Cc1ccccc1 ?
A549 viability: 7%; TGFb inhibitor: 0%; IL1B secr inh: -54*; ATXN2 expr inh: 3%; MCF10A rereplic: 13%[9.22 µM]; HepG2 viability: -7%; Nrf2 inh: -10%; ATXN viability: inactive; Nrf2 activator: 6.3%

Results for COc1ccc(NS(=O)(=O)CC23CCC(CC2=O)C3(C)C)cc1 (stereo not given) ?
A549 viability: 11%; TGFb inhibitor: 2%; IL1B secr inh: 10; ATXN2 expr inh: 2%; MCF10A rereplic: 6%; HepG2 viability: -7%; ATXN viability: inactive; Nrf2 activator: -0.8%

What do the screens show for `CC(=O)Nc1cc(-c2cccc(C(=O)N(C)C)c2)cn2c(-c3ccc(C(C)=O)cc3)cnc12`?
TGFb inhibitor: 6%; IL1B secr inh: inconclusive; ATXN2 expr inh: -10%; HepG2 viability: -1%; ATXN viability: inactive; Nrf2 activator: 4.6%

How did CC(C)CNC(=O)COC(=O)Cc1ccc(Cl)cc1 do in these assays?
A549 viability: -2%; TGFb inhibitor: -2%; IL1B secr inh: 13; ATXN2 expr inh: -7%; MCF10A rereplic: -3%; HepG2 viability: 14%; Nrf2 inh: -10%; ATXN viability: inactive; Nrf2 activator: 0.4%

What do the screens show for `CN(Cc1ccccc1)c1ncnc(N)c1[N+](=O)[O-]`?
A549 viability: -4%; TGFb inhibitor: -14%; IL1B secr inh: -17; ATXN2 expr inh: 1%; MCF10A rereplic: 12%; HepG2 viability: 0%; Nrf2 inh: -13%; ATXN viability: inconclusive; Nrf2 activator: -1.4%

Results for O=C1CC(O)(c2ccccc2)C(c2ccccc2)=C1c1ccccc1 (stereo not given) ?
A549 viability: -12%; TGFb inhibitor: -18%; IL1B secr inh: -2; ATXN2 expr inh: -7%; MCF10A rereplic: 17%; HepG2 viability: -27%; Nrf2 inh: -29%; ATXN viability: inactive; Nrf2 activator: 6.1%

How did CCN(CCn1cccn1)Cc1c(C(=O)N2C[C@@H](C)O[C@@H](C)C2)nc2ccc(Cl)cn12 do in these assays?
A549 viability: -1%; TGFb inhibitor: -6%; IL1B secr inh: 0; ATXN2 expr inh: 11%; MCF10A rereplic: -2%; HepG2 viability: -6%; Nrf2 inh: -7%; ATXN viability: inactive; Nrf2 activator: -0.5%

What do the screens show for `CC1(C)C/C(=N\O)c2cc3c(nc2C1)CCCC3`?
A549 viability: -6%; TGFb inhibitor: -10%; IL1B secr inh: 10; ATXN2 expr inh: -4%; MCF10A rereplic: 17%; HepG2 viability: -17%; Nrf2 inh: 2%; ATXN viability: inactive; Nrf2 activator: -0.3%

How did Cc1noc(C)c1S(=O)(=O)NC(=O)C1(C)CCN1C(=O)CC(c1ccccc1)c1ccccc1 (stereo not given) do in these assays?
TGFb inhibitor: -12%; IL1B secr inh: 0; ATXN2 expr inh: 13%; HepG2 viability: 0%; ATXN viability: inconclusive; Nrf2 activator: 0.4%

What do the screens show for `COc1ccc(NC2CC(=O)N(CCc3ccccc3)C2=O)cc1` (stereo not given)?
A549 viability: -4%; TGFb inhibitor: -2%; IL1B secr inh: 7; ATXN2 expr inh: 19%; MCF10A rereplic: 1%; HepG2 viability: 2%; ATXN viability: inactive; Nrf2 activator: 3.2%

What do the screens show for `Cc1cc(C)c(NC(=O)CCCN2CCOCC2)c(C)c1`?
A549 viability: 15%; TGFb inhibitor: 2%; IL1B secr inh: 15; ATXN2 expr inh: -3%; MCF10A rereplic: 2%; HepG2 viability: -32%; ATXN viability: inactive; Nrf2 activator: 0.1%

What do the screens show for `O=C(Cc1ccccc1)n1nc(-c2ccco2)nc1SCc1ccccc1`?
A549 viability: 1%; TGFb inhibitor: 3%; IL1B secr inh: inconclusive; ATXN2 expr inh: 29%; MCF10A rereplic: 2%; HepG2 viability: 10%; Nrf2 inh: 3%; ATXN viability: inactive; Nrf2 activator: 3.8%

Next section, overlapping the part above by three compounds.
What do the screens show for `COc1ccc(NC2CC(=O)N(CCc3ccccc3)C2=O)cc1` (stereo not given)?
A549 viability: -4%; TGFb inhibitor: -2%; IL1B secr inh: 7; ATXN2 expr inh: 19%; MCF10A rereplic: 1%; HepG2 viability: 2%; ATXN viability: inactive; Nrf2 activator: 3.2%

What do the screens show for `Cc1cc(C)c(NC(=O)CCCN2CCOCC2)c(C)c1`?
A549 viability: 15%; TGFb inhibitor: 2%; IL1B secr inh: 15; ATXN2 expr inh: -3%; MCF10A rereplic: 2%; HepG2 viability: -32%; ATXN viability: inactive; Nrf2 activator: 0.1%

What do the screens show for `O=C(Cc1ccccc1)n1nc(-c2ccco2)nc1SCc1ccccc1`?
A549 viability: 1%; TGFb inhibitor: 3%; IL1B secr inh: inconclusive; ATXN2 expr inh: 29%; MCF10A rereplic: 2%; HepG2 viability: 10%; Nrf2 inh: 3%; ATXN viability: inactive; Nrf2 activator: 3.8%

What do the screens show for `COc1cc(C2C(C(=O)c3ccc(C)o3)=C(O)C(=O)N2c2cc(C)on2)cc(OC)c1OC` (stereo not given)?
A549 viability: -15%; TGFb inhibitor: -3%; IL1B secr inh: 3; MCF10A rereplic: -1%; HepG2 viability: 15%; Nrf2 inh: -12%; ATXN viability: inactive; Nrf2 activator: 0.4%

How did COc1cc(OC)cc(C(=O)NCC(c2cccs2)S(=O)(=O)c2ccc(F)c(C)c2)c1 (stereo not given) do in these assays?
A549 viability: -4%; TGFb inhibitor: 11%; HepG2 viability: 18%; Nrf2 activator: -0.3%

How did O=C(Nc1ccc(O)c2c(=O)cc(-c3ccccc3Cl)oc12)c1cccs1 do in these assays?
A549 viability: 1%&-7%; TGFb inhibitor: -7%&0%; IL1B secr inh: 22; ATXN2 expr inh: 4%; MCF10A rereplic: 1%; HepG2 viability: 0%&-7%; Nrf2 inh: 3%&4%; ATXN viability: inconclusive; Nrf2 activator: 3.1%

How did Cc1sc2ncnc(N3CCC(C(=O)Nc4ccc(Cl)c(Cl)c4)CC3)c2c1C do in these assays?
A549 viability: -6%; TGFb inhibitor: 13%; IL1B secr inh: -7; ATXN2 expr inh: -38%; MCF10A rereplic: 38%; HepG2 viability: -14%; Nrf2 inh: inconclusive; ATXN viability: inactive; Nrf2 activator: -0.6%

What do the screens show for `COc1ccc(-c2csc(NC(=O)CSc3nc4ccccc4c(=O)[nH]3)n2)cc1`?
A549 viability: -11%; TGFb inhibitor: 9%; IL1B secr inh: 64; ATXN2 expr inh: -10%; MCF10A rereplic: 19%; HepG2 viability: -5%; Nrf2 inh: -14%; ATXN viability: inactive; Nrf2 activator: 22%

Results for COc1ccccc1CNC(=O)c1ccc2ccccc2n1 ?
A549 viability: 8%; TGFb inhibitor: 17%; IL1B secr inh: -20; ATXN2 expr inh: 25%; MCF10A rereplic: inconclusive; HepG2 viability: -1%; Nrf2 inh: 1%; ATXN viability: inactive; Nrf2 activator: 2.8%

How did COc1ccc2[nH]c(=O)c(CN(C(=O)c3ccccn3)C3CCCCC3)cc2c1 do in these assays?
A549 viability: 10%; TGFb inhibitor: 9%; IL1B secr inh: 15; ATXN2 expr inh: 6%; MCF10A rereplic: inconclusive; HepG2 viability: 3%; ATXN viability: inactive; Nrf2 activator: 0.1%

Results for CCOC(=O)c1sc(NC(=O)c2ccc(Br)o2)cc1C ?
A549 viability: -10%; TGFb inhibitor: 11%; IL1B secr inh: inconclusive; ATXN2 expr inh: 105%[activator]; MCF10A rereplic: 4%; HepG2 viability: -10%; Nrf2 inh: inconclusive; ATXN viability: inactive; Nrf2 activator: 6.3%

How did Cn1c(CC(=O)Nc2ccccc2F)nnc1SCC(=O)NC1=NCCS1 do in these assays?
A549 viability: -5%; TGFb inhibitor: 3%; IL1B secr inh: -6; ATXN2 expr inh: 1%; MCF10A rereplic: 7%; HepG2 viability: -2%; Nrf2 inh: -5%; ATXN viability: inactive; Nrf2 activator: -0.3%

How did O=C(CN1C(=O)c2cccnc2Oc2ccc(Cl)cc21)N1CCCCCC1 do in these assays?
A549 viability: -8%; TGFb inhibitor: -4%; IL1B secr inh: -6; ATXN2 expr inh: -5%; MCF10A rereplic: 6%; HepG2 viability: 0%; Nrf2 inh: -9%; ATXN viability: inactive; Nrf2 activator: 0.0%

What do the screens show for `Cc1nn(-c2ccccc2)c2c1N(CCCC(=O)NCc1ccc(OC(C)C)cc1)C(=O)CS2`?
A549 viability: -25%; TGFb inhibitor: inconclusive; ATXN2 expr inh: inconclusive; HepG2 viability: -20%; Nrf2 inh: inconclusive; ATXN viability: inconclusive; Nrf2 activator: 4.2%

Results for Cc1ccccc1-c1ccc(CN2CCN(C)C(CCO)C2)cc1 (stereo not given) ?
A549 viability: 0%; TGFb inhibitor: -1%; IL1B secr inh: -11; MCF10A rereplic: 14%; HepG2 viability: -26%; Nrf2 inh: 11%; ATXN viability: inactive; Nrf2 activator: 2.7%

How did Cn1c(-c2ccccc2O)cc2ccccc21 do in these assays?
A549 viability: 8%; TGFb inhibitor: 0%; IL1B secr inh: 5; ATXN2 expr inh: -9%; MCF10A rereplic: 19%; HepG2 viability: -39%; ATXN viability: inactive; Nrf2 activator: 2.5%

Results for COc1cc(SC)ccc1C(=O)NCCOc1ccc(Cl)cc1 ?
A549 viability: 3%; TGFb inhibitor: -28%; IL1B secr inh: -1; ATXN2 expr inh: 6%; MCF10A rereplic: 22%; HepG2 viability: -6%; Nrf2 inh: -17%; ATXN viability: inactive; Nrf2 activator: 0.3%
